STK33 kin inh – blocks human STK33 kinase activity | Q9BYT3 | ADP-Glo luminescence, MBP substrate | inhibition, % at 12.5 µM | 0.44% of 27,000 active | AID 2322; in the data active means inhibition above about 20%
Target sequence (Q9BYT3 whole entry, looked up): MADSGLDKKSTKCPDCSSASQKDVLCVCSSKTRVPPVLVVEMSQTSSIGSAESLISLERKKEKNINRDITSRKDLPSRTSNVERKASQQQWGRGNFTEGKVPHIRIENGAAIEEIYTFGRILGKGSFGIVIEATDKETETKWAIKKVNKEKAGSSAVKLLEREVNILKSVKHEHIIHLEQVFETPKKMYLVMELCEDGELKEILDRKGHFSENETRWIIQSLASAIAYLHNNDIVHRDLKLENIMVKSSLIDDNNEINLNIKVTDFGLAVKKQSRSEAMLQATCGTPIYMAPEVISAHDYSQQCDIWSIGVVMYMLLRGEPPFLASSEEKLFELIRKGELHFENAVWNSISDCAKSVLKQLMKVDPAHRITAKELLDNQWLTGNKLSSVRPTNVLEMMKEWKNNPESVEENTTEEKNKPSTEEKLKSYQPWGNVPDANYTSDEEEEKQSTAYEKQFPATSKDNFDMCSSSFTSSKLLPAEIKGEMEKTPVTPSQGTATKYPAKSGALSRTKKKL
mut p53 react – mutant p53 pathway reactivation; SW480 PUMA-promoter luciferase; activation, % at 9.98 µM; 1.5% of 28,000 active; in the data active means activation above about 52%
Numbers without * were called inactive; nt = not tested or not shown; & = joins results of further samples. Not all compounds are listed. The share of hits here may be higher or lower than overall.

SMILES | STK33 kin inh | mut p53 react
C[C@@H]1CN([C@H](C)CO)C(=O)c2cc(NC(=O)C3CCCCC3)ccc2O[C@@H](C)CCCCO[C@H]1CN(C)C(=O)Nc1ccccc1 | nt | -1
Cc1cccc(OCC(=O)Nc2ccc3oc(-c4ccncc4)nc3c2)c1 | 1 | 24
COC(=O)c1ccccc1NC(=O)CN1C(=O)c2ccccc2S1(=O)=O | 5 | 3
COc1ccc(CCNC(=O)C(=O)c2c(-c3ccccc3)[nH]c3ccccc23)cc1OC | -1 | -15
CC(C)NC(=O)Nc1ccc2c(c1)CC(=O)N([C@H](C)CO)C[C@@H](C)[C@@H](CN(C)Cc1ccc(C(=O)O)cc1)O2 | 1 | nt
COc1ccc(NC(=O)N(C)C[C@H]2OCc3cn(nn3)CCCC(=O)N([C@@H](C)CO)C[C@H]2C)cc1 | -3 | nt
CC(=O)c1cccc(NC(=O)CCN2C(=O)C3CC=C(Cl)CC3C2=O)c1 (configuration not stated) | -2 | 7
C[C@@H]1CN([C@@H](C)CO)C(=O)Cc2cc(NC(=O)NC3CCCCC3)ccc2O[C@H]1CN(C)C(=O)NC1CCCCC1 | nt | 6
CCCN(C)C[C@@H]1Oc2cc(C#Cc3ccc(F)cc3)ccc2S(=O)(=O)N([C@@H](C)CO)C[C@H]1C | nt | -13
Cc1sc2nc(SCc3cc(=O)[nH][nH]3)nc(N)c2c1C | -1 | -7

Four entries drawn at random from those above, as already listed:
SMILES | STK33 kin inh | mut p53 react
Cc1cccc(OCC(=O)Nc2ccc3oc(-c4ccncc4)nc3c2)c1 | 1 | 24
C[C@@H]1CN([C@@H](C)CO)C(=O)Cc2cc(NC(=O)NC3CCCCC3)ccc2O[C@H]1CN(C)C(=O)NC1CCCCC1 | nt | 6
C[C@@H]1CN([C@H](C)CO)C(=O)c2cc(NC(=O)C3CCCCC3)ccc2O[C@@H](C)CCCCO[C@H]1CN(C)C(=O)Nc1ccccc1 | nt | -1
CCCN(C)C[C@@H]1Oc2cc(C#Cc3ccc(F)cc3)ccc2S(=O)(=O)N([C@@H](C)CO)C[C@H]1C | nt | -13

Continuation:
SMILES | STK33 kin inh | mut p53 react
C[C@H]1CN([C@@H](C)CO)C(=O)Cc2cc(NS(=O)(=O)c3cccs3)ccc2O[C@H]1CN(C)Cc1ccc(-c2ccccc2)cc1 | 10 | nt
CCCC#Cc1cnc2c(c1)C(=O)N([C@H](C)CO)C[C@H](C)[C@@H](CN(C)Cc1ccc3c(c1)OCO3)O2 | nt | 2
C[C@@H]1CN([C@H](C)CO)C(=O)Cc2cc(NC(=O)Nc3ccc(F)cc3)ccc2O[C@@H]1CN(C)CC1CCCCC1 | -3 | nt
COc1ccccc1-c1ccc2c(c1)O[C@H](CN(C)C(C)=O)[C@H](C)CN([C@@H](C)CO)S2(=O)=O | nt | 6
C[C@@H]1CN([C@@H](C)CO)C(=O)c2cc(N(C)C)ccc2O[C@H]1CN(C)C(=O)NC1CCCCC1 | nt | 5
Cc1ccc(S(=O)(=O)N(C)C[C@@H]2OCc3cn(nn3)CCCC(=O)N([C@@H](C)CO)C[C@H]2C)cc1 | -2 | nt
Cc1noc(C)c1NC(=O)N(C)C[C@@H]1OCCCC[C@H](C)Oc2ccc(NC(=O)CCC(F)(F)F)cc2C(=O)N([C@@H](C)CO)C[C@@H]1C | nt | -1
C[C@H](CO)N1C[C@H](C)[C@@H](CN(C)Cc2ccc(C(F)(F)F)cc2)Oc2ccc(NS(=O)(=O)c3ccc(Cl)cc3)cc2C1=O | -2 | nt
CCC(C)/C=C/C1=CC2=C(Cl)C(=O)C3(C)OC(=O)C(C(=O)C(C)C(C)O)C3C2=CO1 (configuration not stated) | -9 | -5
C[C@H](CO)N1C[C@H](C)[C@H](CN(C)Cc2ccc(Oc3ccccc3)cc2)OCc2cn(nn2)CCCC1=O | 1 | nt
C[C@H]1CN([C@@H](C)CO)C(=O)CCCn2cc(nn2)CO[C@@H]1CN(C)S(=O)(=O)c1cccc(C#N)c1 | 0 | nt
COc1ccc(NC(=O)Nc2ccc3c(c2)CC(=O)N([C@@H](C)CO)C[C@H](C)[C@H](CN(C)S(=O)(=O)c2ccc(C)cc2)O3)cc1 | nt | -41
C[C@H](CO)N1C[C@H](C)[C@H](CN(C)S(=O)(=O)c2ccccc2)Oc2ccc(NC(=O)C3CC3)cc2C1=O | 1 | nt
COc1ccc(NC(=O)N(C)C[C@@H]2Oc3ncc(-c4cc5ccccc5o4)cc3C(=O)N([C@H](C)CO)C[C@@H]2C)cc1 | 0 | nt
O=C1CC(Sc2nnc(-c3ccccc3O)o2)C(=O)N1c1ccccc1 (configuration not stated) | -9 | -5
COc1c2c(cc3oc(=O)ccc13)OC(C)(C)C=C2 | 4 | nt
C[C@H](CO)N1C[C@H](C)[C@H](CN(C)C(=O)Nc2cccc3ccccc23)Oc2ncc(-c3ccc(F)cc3)cc2C1=O | 9 | -15
COCCOC(=O)N1C(=O)[C@@]2(c3ccccc31)[C@H](C(=O)N1CCc3cc(OC)c(OC)cc3C1)[C@H]1C(=O)O[C@H](c3ccccc3)[C@H](c3ccccc3)N1[C@@H]2c1ccccc1OCCO | 7 | nt
COc1ccc(NC(=O)N(C)C[C@@H]2Oc3ccc(NC(=O)Cn4cnnn4)cc3C(=O)N([C@H](C)CO)C[C@H]2C)cc1 | 1 | nt
C[C@@H]1CN([C@H](C)CO)C(=O)c2cc(NC(=O)C3CC3)ccc2O[C@@H]1CN(C)C | nt | -3
Cc1ccc(S(=O)(=O)N(C)C[C@@H]2Oc3ccc(NC(=O)CCC(F)(F)F)cc3C(=O)N([C@@H](C)CO)C[C@@H]2C)cc1 | 0 | nt
C[C@@H]1CN([C@H](C)CO)C(=O)CCCn2cc(nn2)CO[C@H]1CN(C)C(=O)NC1CCCC1 | 4 | nt
C[C@@H]1CCCCO[C@H](CN(C)S(=O)(=O)c2cn(C)cn2)[C@H](C)CN([C@H](C)CO)C(=O)c2cc(NS(C)(=O)=O)ccc2O1 | nt | -1
O=C(CC1NCCNC1=O)Nc1cccc(C(F)(F)F)c1 (configuration not stated) | 2 | -8
O=C(COc1ccc([N+](=O)[O-])cc1)Nc1cccnc1 | -3 | -4
C[C@H](CO)N1C[C@H](C)[C@H](CN(C)CC2CCCCC2)Oc2ccc(NS(=O)(=O)c3ccccc3)cc2CC1=O | 0 | nt
CN1OC(COC(=O)c2cc(Cl)cc(Cl)c2)CC12C1CC3CC(C1)CC2C3 (configuration not stated) | nt | -6
C[C@@H]1CN([C@@H](C)CO)C(=O)CCCn2cc(nn2)CO[C@@H]1CN(C)S(=O)(=O)c1cccc(F)c1 | -2 | nt
Cc1cccc(NC(=O)CSc2n[nH]c(-c3ccccc3)n2)c1 | 1 | -4
C[C@H]1CN([C@@H](C)CO)C(=O)c2cccc(NS(=O)(=O)c3cn(C)cn3)c2O[C@@H]1CN(C)Cc1ccc(C(F)(F)F)cc1 | nt | -2
COc1c(OC)c2occc2c2oc(=O)ccc12 | 2 | nt
O=C(CCc1ccccc1)Nc1ccccc1C(=O)N1CCOCC1 | 4 | -8
CS(=O)(=O)N(CC(=O)Nc1ccccc1C(=O)O)c1ccc(F)cc1 | -1 | -2
COc1cccc(NC(=O)CSc2nnc(-c3ccncc3)n2-c2ccc(C)cc2)c1 | -2 | 6
COC(=O)c1ccc(NC(=O)CN(c2ccc(I)cc2)S(C)(=O)=O)cc1 | 5 | -2
C[C@@H]1CCCCO[C@@H](CN(C)C(=O)Cc2ccccc2)[C@H](C)CN([C@@H](C)CO)C(=O)c2cc(NS(C)(=O)=O)ccc2O1 | nt | -4
Cc1cc(NC(=O)C(=O)NCCCN2CCOCC2)ccc1Br | 6 | 17
C[C@@H]1CN([C@H](C)CO)C(=O)Cc2cc(NC(=O)NC3CCCCC3)ccc2O[C@@H]1CN(C)S(=O)(=O)c1ccc(Cl)cc1 | 1 | -1
Cc1ccc(CN(C)C[C@@H]2OCc3cn(nn3)CCCC(=O)N([C@@H](C)CO)C[C@H]2C)cc1 | 0 | nt
Cc1noc(C)c1NC(=O)Nc1ccc2c(c1)C(=O)N([C@@H](C)CO)C[C@H](C)[C@H](CN(C)S(=O)(=O)c1ccccc1)O2 | 0 | 3

Whole records, quoted from the list. Values in the order: STK33 kin inh	mut p53 react
Profile of Cc1cc(NC(=O)C(=O)NCCCN2CCOCC2)ccc1Br : 6	17
Profile of C[C@@H]1CCCCO[C@@H](CN(C)C(=O)Cc2ccccc2)[C@H](C)CN([C@@H](C)CO)C(=O)c2cc(NS(C)(=O)=O)ccc2O1 : nt	-4

Continued.
SMILES | STK33 kin inh | mut p53 react
COc1cc(NC(=O)COc2ccc(Br)cc2)ccc1NC(=O)c1ccccc1Cl | 2 | 20
Cc1ccc(N(C(C)C(=O)Nc2cccc(C)c2C)S(C)(=O)=O)cc1 (configuration not stated) | 0 | -3
O=C(CSc1nnc(-c2ccncc2)n1-c1ccccc1)c1c[nH]c2ccccc12 | 4 | -12
Cc1sc2nc(SCC(=O)O)n(-c3ccc(Cl)c(Cl)c3)c(=O)c2c1C | -7 | -27
CC(C)Cc1ccc(/C=C/C(=O)N2CCOCC2)cc1 | nt | 81*
C[C@@H]1CCCCO[C@@H](CN(C)C)[C@H](C)CN([C@H](C)CO)C(=O)c2cc(NC(=O)Nc3ccc(C(F)(F)F)cc3)ccc2O1 | nt | -10
O=C(CSc1nc(-c2ccccc2)cc(-c2ccccc2)n1)Nc1cccc([N+](=O)[O-])c1 | -2 | -12
CNC[C@H]1Oc2cc(-c3ccncc3)ccc2S(=O)(=O)N([C@H](C)CO)C[C@@H]1C | nt | 1
CSc1nnc(SC)n1CCNC(=O)c1c(Cl)cccc1Cl | nt | -5
COc1cc(NC(=O)COc2c(Cl)c(C)c(Cl)c(C)c2Cl)c(OC)cc1Cl | -4 | -4
COc1ccc(S(=O)(=O)Nc2ccc3c(c2)C(=O)N([C@@H](C)CO)C[C@H](C)[C@@H](CN(C)CC2CC2)O3)cc1 | nt | 9
CC(C)CC#Cc1ccc2c(c1)O[C@@H](CN(C)C(=O)c1ccccc1)[C@@H](C)CN([C@H](C)CO)S2(=O)=O | nt | -12
CN1CCc2nc(SCC(=O)Nc3ccc(C(C)(C)C)cc3)c(C#N)cc2C1 | -2 | -7
c1cnc(N2CCN(Cc3ccc4c(c3)OCO4)CC2)nc1 | 2&2 | 6
O=C(CSc1ccccn1)Nc1cccc2ccccc12 | 0 | -1
Cc1noc(C)c1NC(=O)N(C)C[C@H]1OCCCC[C@@H](C)Oc2ccc(NC(=O)NC3CCCCC3)cc2C(=O)N([C@H](C)CO)C[C@@H]1C | -8 | nt
C[C@H]1CN([C@@H](C)CO)C(=O)Cc2cc(NC(=O)Nc3ccc(C(F)(F)F)cc3)ccc2O[C@H]1CN(C)C(=O)Nc1cccc2ccccc12 | -2 | nt
C[C@H]1CN([C@@H](C)CO)C(=O)Cc2cc(NC(=O)C3CCCCC3)ccc2O[C@H]1CN(C)CC1CCCCC1 | -4 | nt
C[C@H](CO)N1C[C@H](C)[C@@H](CN(C)S(=O)(=O)c2cccs2)Oc2ccc(NS(=O)(=O)c3ccccc3)cc2CC1=O | nt | 10
COc1ccc(CN(C)C[C@@H]2OCc3cn(nn3)CCCC(=O)N([C@@H](C)CO)C[C@@H]2C)cc1 | -3 | nt
COc1ccc(S(=O)(=O)N(C)C[C@@H]2Oc3ccc(NC(=O)c4ccncc4)cc3C(=O)N([C@H](C)CO)C[C@H]2C)cc1 | nt | -2
Cn1c(SCC(=O)Nc2cccc3ccccc23)nnc1-c1ccc(F)cc1 | -5 | 10
COc1cc(OC)cc(C(=O)Nc2ccc(S(=O)(=O)Nc3nc(C)cc(C)n3)cc2)c1 | -1 | 7
CC(C)NC(=O)N(C)C[C@H]1Oc2ccc(N(C)C)cc2CC(=O)N([C@H](C)CO)C[C@H]1C | nt | -2
O=C(CSc1n[nH]c(-c2ccccc2)n1)Nc1ccccc1Cl | 10 | 3
Cc1noc(C)c1NC(=O)Nc1cccc2c1O[C@H](CN(C)S(C)(=O)=O)[C@H](C)CN([C@H](C)CO)C2=O | -5 | nt
C[C@H]1CN([C@@H](C)CO)C(=O)Cc2cc(NC(=O)Cc3cn(C)c4ccccc34)ccc2O[C@H]1CN(C)S(=O)(=O)c1cccs1 | 2 | -4
C=C(C(=O)O[C@H]1C/C=C(/C)C[C@H](O)[C@H]2[C@H](C)C(=O)O[C@@H]2/C=C\1C)[C@@H]1CCC(=C)[C@@H]2C[C@H](O[C@@H]3O[C@H](CO[C@H]4OC[C@](O)(CO)[C@H]4O)[C@@H](O)[C@H](O)[C@H]3O)C(=C)[C@@H]2C1 | 2 | 1
COc1ccc(-c2nc(SCC(=O)N3c4ccccc4Sc4ccccc43)n[nH]2)cc1 | -1 | -16
C[C@H](CO)N1C[C@H](C)[C@H](CN(C)S(=O)(=O)c2ccc(Cl)cc2)Oc2ccc(NS(=O)(=O)c3cn(C)cn3)cc2CC1=O | 2 | 11
C[C@H](CO)N1C[C@H](C)[C@H](CN(C)S(C)(=O)=O)Oc2ncc(-c3ccccc3)cc2C1=O | -2 | nt
CC(C)C(C(=O)OC1CSCC1NC(=O)c1ccccc1)N1C(=O)c2ccccc2C1=O (configuration not stated) | nt | -2
CC(C)NC(=O)Nc1ccc2c(c1)CC(=O)N([C@@H](C)CO)C[C@H](C)[C@H](CN(C)C(=O)NC1CCCCC1)O2 | -1 | nt
COc1ccc(OC)c(S(=O)(=O)N2CCC(C(=O)Nc3ccc(Cl)c(C(F)(F)F)c3)CC2)c1 | 2 | -4
COc1cccc2c1C(=O)c1c(O)c3c(c(O)c1C2=O)C[C@@](O)(C(=O)CO)C[C@@H]3O[C@H]1C[C@H](N)[C@H](O)[C@H](C)O1 | 4 | -66
CCn1c(COc2cccc3cccnc23)nnc1SCC(=O)OC | nt | -3
COc1ccccc1S(=O)(=O)N(C)C[C@@H]1OCc2cnnn2CCCC(=O)N([C@@H](C)CO)C[C@@H]1C | -3 | -2
C[C@@H]1CN([C@H](C)CO)C(=O)c2cccc(NS(=O)(=O)c3ccccc3)c2O[C@@H]1CN(C)C | nt | -3
